# D2 agonist = activates the human D2 dopamine receptor; P14416; HEK293 T-REx D2 cells, calcium flux agonist mode; activation, % at 2 µM; 340,000 compounds, 0.53% hits;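 active means activation over 3 SD above normal in the single-dose calcium agonist read, cut at about 30% in these data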; further: 0% is about no effect
# Target sequence (P14416 whole entry, looked up): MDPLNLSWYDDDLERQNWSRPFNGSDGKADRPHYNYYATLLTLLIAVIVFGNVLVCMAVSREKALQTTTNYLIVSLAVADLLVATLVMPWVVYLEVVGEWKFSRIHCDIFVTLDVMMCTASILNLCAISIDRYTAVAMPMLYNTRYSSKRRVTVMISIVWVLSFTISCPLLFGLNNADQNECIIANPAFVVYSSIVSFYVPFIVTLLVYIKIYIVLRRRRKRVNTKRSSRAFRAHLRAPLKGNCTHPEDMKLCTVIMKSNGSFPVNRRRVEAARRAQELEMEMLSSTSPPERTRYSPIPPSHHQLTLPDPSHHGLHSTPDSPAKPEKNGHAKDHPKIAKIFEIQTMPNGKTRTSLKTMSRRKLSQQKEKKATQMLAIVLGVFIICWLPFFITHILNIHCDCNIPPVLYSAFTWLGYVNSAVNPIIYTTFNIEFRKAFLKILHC
#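 Agonism scored from kinetic calcium signal (1 read/sec, 180 s) following compound pin transfer, after a 10 s baseline. Cells: HEK293 Trex line expressing inducible D2 receptor coupled to calcium, dye-loaded after overnight culture at 30 C.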
# USP1 inh = USP1/UAF1 (human) deubiquitinase inhibition; recombinant USP1/UAF1, Ub-Rhodamine cleavage fluorescence; Potency, µM (highest dose often 57.1 µM), for inactives: top-dose activity change, negative = inhibition, actives largely listed as inhibitors; 390,000 compounds, 0.23% hits; AID 743255; further: potency means the concentration at half of the fitted maximal effect; on the % scale 0 is the no-effect control and ±100 the full control effect; nearly all actives have a fitted effect of over 60% in size; inactives centre near -12
#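 USP1/UAF1 complex at 1 nM was preincubated with compound for 15 min at room temperature, then Ub-Rho substrate (150nM final) was added. Fluorescence (480/540 nm) was read kinetically, 6 reads every 60 seconds.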
# IDH1 R132H inh = blocks human mutant IDH1 R132H enzyme; O75874; IDH1-R132H enzyme, NADPH consumption, diaphorase/resazurin fluorescence; Potency, µM (doses to about 76.6 µM), inactives show at the top dose activity change, negative = inhibition, actives largely listed as inhibitors; 390,000 compounds, 0.093% hits; AID 602179; further: potency means the concentration at half of the fitted maximal effect; on the % scale 0 is the no-effect control and ±100 the full control effect; nearly all actives have a fitted effect of over 65% in size
# Target sequence (O75874 whole entry R132H, stated change not applied): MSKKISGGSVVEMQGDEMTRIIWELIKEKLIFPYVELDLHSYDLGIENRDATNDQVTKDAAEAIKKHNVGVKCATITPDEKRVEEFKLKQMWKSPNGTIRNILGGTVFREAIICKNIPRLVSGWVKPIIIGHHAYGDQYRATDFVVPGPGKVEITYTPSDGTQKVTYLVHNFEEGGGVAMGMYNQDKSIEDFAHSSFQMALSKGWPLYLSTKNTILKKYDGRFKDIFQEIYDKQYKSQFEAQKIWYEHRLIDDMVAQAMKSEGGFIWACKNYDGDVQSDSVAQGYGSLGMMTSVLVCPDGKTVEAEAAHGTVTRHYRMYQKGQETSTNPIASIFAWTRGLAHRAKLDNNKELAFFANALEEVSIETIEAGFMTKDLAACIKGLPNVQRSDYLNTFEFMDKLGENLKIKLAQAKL
#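 IDH1-R132H (0.5 ug/mL) preincubated 30 min with compound, then NADPH (0.016 mM) and alpha-KG (2 mM) added; 80 min at RT, pH 7.5. Remaining NADPH coupled via diaphorase/resazurin to fluorescence (540/590 nm); concentration-response curves normalized to no-enzyme control.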
# TrxR1 substrate = is turned over as a substrate by rat TrxR1 | O89049 | purified TrxR1 substrate turnover, NADPH consumption readout | Potency, µM (doses to about 114 µM), without a hit: at the highest dose activity change, negative = substrate turnover | 390,000 compounds, 0.01% hits | AID 588456; further: potency means the concentration at half of the fitted maximal effect; on the % scale 0 is the no-effect control and ±100 the full control effect; nearly all actives have a fitted effect of over 50% in size
#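 Rat TrxR1, dispensed at 90 nM, was prereduced with 400 uM NADPH (final) for 5 min at ~22 deg C, then incubated with compound 15 min before 400 uM selenite. A first-read NADPH fluorescence drop versus no-compound background flagged substrates.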
# D2 antag = antagonizes the human D2 dopamine receptor; P14416; HEK293 TREx D2 cells, calcium flux, dopamine EC80; inhibition, % at 10 µM; 340,000 compounds, 2% hits; in the data active means inhibition above about 30%; further: 0% is about no effect
#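 Compounds are added to dye-loaded, induced HEK293 T-REx cells coupled to calcium release via D2; after a 3 min kinetic read an EC80 dopamine stimulus is given and fluorescence is recorded for 3 more min.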
# TRHR agonist = TRH receptor (human) agonism; TRHR cells, calcium flux fluo-8, FDSS agonist mode; 360,000 compounds, 0.18% hits; activation, % at 2 µM; in the data active means activation above about 30%; further: 0% is about no effect
#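 Agonist-mode FDSS calcium read (Ex 480/Em 530, 1 s cycles) in 1536-well TRHR cells with fluo-8 dye, after 10-cycle baseline and 23 nL compound addition; TRH at EC20 (10 nM final) added afterwards for the enhancer phase.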
# TrxR1 inh = rat TrxR1 inhibition; O89049; recombinant rTrxR1, NADPH fluorescence consumption, selenite substrate; Potency, µM (series often up to 114 µM), for inactives: at the highest dose activity change, negative = inhibition, usual class: inhibitors; 390,000 compounds, 1% hits; further: potency means the concentration at half of the fitted maximal effect; on the % scale 0 is the no-effect control and ±100 the full control effect; nearly all actives have a fitted effect of over 65% in size
#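 Rat TrxR1 (90 nM in the dispensed reagent) was pre-reduced with 400 uM NADPH for 5 min at room temperature, then incubated with compound for 15 min. After 400 uM selenite was added, NADPH fluorescence (Ex 340/Em 450 nm) was followed for 8 min.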
# Pin1 inh = inhibitors of human Pin1. AID 504891. 390,000 compounds, 0.009% hits. Potency, µM (highest dose often 115 µM), inactives show top-dose activity, negative = inhibition, actives largely listed as inhibitors. Q13526. Pin1 FP peptide displacement, HiFluor488, 10 min; active means well fitted inhibition curve with a large enough effect in the polarisation, with a control signal flat, not every such curve was filed as active; inconclusive means small, poorly fitted or top-dose-only effect, or effect the other way, or a change in a side signal; inactive means no such curve, though single readings can be large or run the other way; the % refers to the polarisation; further: potency means the concentration at half of the fitted maximal effect; on the % scale 0 is the no-effect control and ±100 the full control effect
# Target sequence (Q13526 whole entry, looked up): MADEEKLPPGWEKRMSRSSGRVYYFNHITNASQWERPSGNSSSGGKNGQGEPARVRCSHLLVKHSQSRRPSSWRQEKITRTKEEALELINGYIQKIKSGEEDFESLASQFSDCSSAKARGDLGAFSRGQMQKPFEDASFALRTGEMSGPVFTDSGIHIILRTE
# TRHR enhancer = TRH receptor (human) allosteric enhancement. 360,000 compounds, 0.66% hits. enhancement, % at 2 µM. P34981. TRHR cells, fluo-8 calcium fluorescence, EC20 TRH enhancement; in the data active means enhancement above about 30%; further: 0% is about no effect
#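 Enhancer read-out: after compound pinning and an initial kinetic agonist-mode read, an EC20 of TRH (10 nM final) was injected and fluo-8 calcium signal (Ex 480/Em 530) followed at 1 s/cycle for 100 cycles in TRHR-expressing cells.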
# Active calls of the source: *; ? = inconclusive; . = not tested or not shown; & = joins results of further samples; [ ] = remark or other dose. Unless noted, the call rests on the fitted dose curve; in most records, active means well fitted inhibition curve with a large enough effect; inconclusive means small, poorly fitted or top-dose-only effect; inactive means no such curve, though single readings can be large or run the other way. Only part of the results is shown. The share of hits here may be higher or lower than overall.
1: CCN1CCN(S(=O)(=O)c2ccc(-c3cc(C)no3)s2)CC1
2: CCOc1ccc(NC(=O)CSc2ccccc2N)cc1
3: CN(C(=O)CSc1nc2ccccc2[nH]1)C1CCS(=O)(=O)C1 (centres undefined)
4: Cc1ccnc(NS(=O)(=O)c2ccc(N3C(=O)Nc4ccccc4N3O)cc2)c1
5: CCOC(=O)c1cnc2c(C)cccc2c1Nc1cccc(C(=O)O)c1
6: Cc1ccc(/C=C2\CCCC3=C2NC(=S)NC3c2ccc(C)cc2)cc1 (centres undefined)
7: S=c1[nH]nc(-c2ccncc2)n1/N=C/C=C/c1ccccc1
8: O=Nc1c2ccc[nH]c-2c2ccc([N+](=O)[O-])cc12
screen / no.	1	2	3	4	5	6	7	8
D2 agonist	1.3	0.1	-0.3	0.1	-0.2	-1.1	.	8.6
USP1 inh	-15%	-11%	-21%	3%	-9%	-2%	-2%	-8%
IDH1 R132H inh	-8%	6%	-11%	-2%	-16%	1%	3%	0%
TrxR1 substrate	4%	-5%[57.1 µM]	3%	0%	-8%	-12%	-7%[57.1 µM]	-1%
D2 antag	1	5	4	2	-12	-10	.	-9
TRHR agonist	0.0	-1.3	0.7	0.0	-0.1	0.3	-0.1	-0.4
TrxR1 inh	17%	26%[57.1 µM]	14%	24%	-13%	?	-24%[57.1 µM]	19%
Pin1 inh	-5%	-4%	1%	5%	-5%	6%	-5%	9%
TRHR enhancer	1	0	16	2	3	2	3	-2

# Part of the list above with just D2 antag and IDH1 R132H inh:
No.	Compound	D2 antag	IDH1 R132H inh
3	CN(C(=O)CSc1nc2ccccc2[nH]1)C1CCS(=O)(=O)C1 (centres undefined)	4	-11%
4	Cc1ccnc(NS(=O)(=O)c2ccc(N3C(=O)Nc4ccccc4N3O)cc2)c1	2	-2%
5	CCOC(=O)c1cnc2c(C)cccc2c1Nc1cccc(C(=O)O)c1	-12	-16%
6	Cc1ccc(/C=C2\CCCC3=C2NC(=S)NC3c2ccc(C)cc2)cc1 (centres undefined)	-10	1%

# Other structures.
9: O=S(=O)(c1ccc(Cl)c(S(=O)(=O)N2CCCC2)c1)N1CCCC1
10: Nn1cc(-c2ccccc2)nc1SCC(=O)NCC(F)(F)F
11: O=C(Nc1c(F)c(F)c(F)c(F)c1F)NC1CCCCC1
12: C[C@H](NC(=O)c1nc[nH]c1C(=O)N[C@@H](C)C(=O)OCc1ccccc1)C(=O)OCc1ccccc1
13: Cc1nn(-c2ccccc2)nc1C(=O)Nc1nnc(C(F)(F)F)s1
14: c1ccc2scnc2c1
15: c1ccc(C2=Nn3c(nnc3-c3cccs3)SC2)cc1
16: O=C(Nc1ccn(CCCNCC2CCCO2)c(=O)n1)OCc1ccccc1 (centres undefined)
screen / no.	9	10	11	12	13	14	15	16
D2 agonist	0.0	0.6	0.4	0.3	3.5	.	-0.9	.
USP1 inh	-6%	-21%	-5%	-33%	-16%	-19%	3%	-32%
IDH1 R132H inh	-2%	2%	4%	3%	18%	1%	3%	0%
TrxR1 substrate	3%[57.1 µM]	4%	10%	-2%	-4%[57.1 µM]	8%	6%[57.1 µM]	5%
D2 antag	0	9	-16	23	3	.	-4	.
TRHR agonist	0.3	2.8	2.0	0.0	1.1	.	-0.8	.
TrxR1 inh	22%[57.1 µM]	31%	23%	17%	11%	20%	19%[57.1 µM]	-12%
Pin1 inh	-5%	2%	-9%	-1%	3%	-5%	14%	-4%
TRHR enhancer	-14	2	0	-10	-8	.	-1	.

17: Cc1cc(C)cc(N(CC(=O)N2CCN(Cc3ccccc3)CC2)S(=O)(=O)c2c(C)noc2C)c1
18: COc1ccc2c(c1)OC13CCCCC1C2C(C(=O)c1ccccc1)C(=O)N3 (centres undefined)
19: CN(C)C(CNC(=O)c1cccc(S(=O)(=O)Nc2ccc(Br)cc2)c1)c1ccco1 (centres undefined)
20: Cc1nc(NC(=O)CSc2nnnn2C)sc1C
21: CCCN(CC(=O)Nc1ccccc1C)C(=O)/C=C/c1ccc(OCC)c(OC)c1
22: CC1CCN(C(=O)c2ccc3ccccc3c2)CC1
23: O=C(NCc1ccncc1)c1cccc(S(=O)(=O)Nc2ccc(SC(F)F)cc2)c1
24: O=C(NN=C1CCCCCC1)C(=O)Nc1cccc(Br)c1
screen / no.	17	18	19	20	21	22	23	24
D2 agonist	0.9	0.2	-0.8	0.8	0.1	-0.6	1.9	0.9
USP1 inh	2%	?	-4%	-4%	6%	-22%	-8%	-13%
IDH1 R132H inh	-5%	15%	-3%	1%	-8%	10%	-4%	7%
TrxR1 substrate	-2%&-9%	6%	0%[57.1 µM]	-8%	0%	7%	2%	-3%
D2 antag	-1	-15	22	15	-14	0	10	2
TRHR agonist	0.1	0.0	-0.3	-0.1	0.0	-0.2	0.3	1.0
TrxR1 inh	?	11%	-3%[57.1 µM]	-2%	-8%	37%	24%	0%[57.1 µM]
Pin1 inh	?	-5%	-4%	3%	7%	-6%	4%	0%
TRHR enhancer	-1	-7	-9	-1	4	7	5	-4

25: COc1ccc(-c2cc(C(=O)NCCc3ccc(OC)c(OC)c3)c3ccccc3n2)cc1
26: COc1ccc(OC)c(NC(=O)Cn2cc(C(=O)c3ccco3)c3ccccc32)c1
27: Cc1ccc(C(c2sc3nc(C)nn3c2O)N2CC(C)OC(C)C2)cc1 (centres undefined)
28: CCc1nnc(NC(=O)c2cccc(NC(=O)C(C)C)c2)s1
29: COc1ccc(NC(=O)C2CCN(S(C)(=O)=O)CC2)cc1OC
30: COc1ccc(NC(=O)C2c3cc(OC)c(OC)cc3C(=O)N(C)C2c2cccnc2)cc1OC (centres undefined)
31: CN(NC(=O)NN)c1ncc(C(F)(F)F)cc1Cl
32: CC(=O)NC1CC2CCCC(C1)N2CC(=O)Nc1ccccc1 (centres undefined)
screen / no.	25	26	27	28	29	30	31	32
D2 agonist	-0.5	0.0	0.2	-0.3	0.4	0.3	-0.2	-0.2
USP1 inh	-16%	-11%	-9%	-14%	-16%	-18%	-8%	-16%
IDH1 R132H inh	0%	1%	7%	6%	-13%	2%	-6%	10%
TrxR1 substrate	22%	11%[2.29 µM]	-2%	7%	7%	6%[57.1 µM]	-3%	-5%
D2 antag	.	11	4	11	-9	12	0	15
TRHR agonist	-0.9	0.0	-0.2	0.2	0.6	0.1	1.4	-0.9
TrxR1 inh	8%	2%[2.29 µM]	6%	19%	36%	-32%[57.1 µM]	4%	-1%
Pin1 inh	4%	3%	-16%	4%	-4%	-5%	-2%	-3%
TRHR enhancer	-6	-3	14	-1	-5	-4	-5	-3

33: COc1ccc(C2C(C(=O)Nc3ccccc3)=C(C)Nc3nc(-c4ccc(Cl)cc4)nn32)cc1 (centres undefined)
34: O=c1oc2ccc(Br)cc2cc1-c1csc(-c2ccccc2)n1
35: Cc1ccc(-n2c(=O)c3c(C)c(C(=O)N(C)C)sc3n(CC(=O)C(C)(C)C)c2=O)cc1C
36: CC/C(=N\O)c1c(O)c2c(n(-c3ccccc3)c1=O)CCCC2
37: COC(=O)c1c[nH]c2c1-c1cc(C(=O)OCc3ccccc3)n(S(=O)(=O)c3ccc(C)cc3)c1C(=O)C2=O
38: Cc1ccc(CN(C(=O)COc2ccc([N+](=O)[O-])cc2)c2ccccn2)cc1
39: COc1cccc(C2c3c(oc4ccc(F)cc4c3=O)C(=O)N2CCN2CCOCC2)c1OC (centres undefined)
40: CCC(CO)Oc1cc(NC(=O)Cc2ccccc2)c2ncn(C(C)C)c2c1 (centres undefined)
screen / no.	33	34	35	36	37	38	39	40
D2 agonist	-0.2	1.6	-0.7	0.0	.	0.2	0.3	.
USP1 inh	0%	?	-1%	0%	?	-11%	-9%	-29%
IDH1 R132H inh	0%	-12%	11%	0%	15%	0%	-4%	-15%
TrxR1 substrate	8%	3%[57.1 µM]	-3%[57.1 µM]	-12%	3%[11.4 µM]	-3%	2%[57.1 µM]	6%[57.1 µM]
D2 antag	.	.	.	10	.	.	6	.
TRHR agonist	-0.4	-0.1	0.0	0.2	.	-0.5	0.1	.
TrxR1 inh	23%	10%[57.1 µM]	11%[57.1 µM]	-15%	1%[11.4 µM]	8%	11%[57.1 µM]	10%[57.1 µM]
Pin1 inh	12%	-1%	-2%	2%	1%	-2%	-2%	-1%
TRHR enhancer	24	4	1	13	.	-1	3	.

41: CC(C)c1cc(C(=O)N2CCCC(CCC(=O)N3CCN(c4ccccn4)CC3)C2)no1 (centres undefined)
42: CCOc1ccc(C(=O)NCCc2sc(-c3ccc(F)cc3)nc2C)cc1
43: CCCCOCCCNC(=O)N[C@H](C(=O)O)C(C)CC (some centres undefined)
44: CCCNC(=O)Cn1cnc2sc(C(=O)NCCCN3CCOCC3)c(C)c2c1=O
45: Nc1cc(N)c2c(c1)C(=O)c1ccccc1-2
46: CN(CC(=O)Nc1ccc(Cl)cc1F)C1=NS(=O)(=O)c2ccccc21
screen / no.	41	42	43	44	45	46
D2 agonist	0.1	0.2	1.4	-0.1	.	.
USP1 inh	-2%	-12%	4%	-15%	-7%	-21%
IDH1 R132H inh	2%	8%	2%	-2%	-10%	4%
TrxR1 substrate	13%	0%[57.1 µM]	-1%	-7%	9%[57.1 µM]	-6%[57.1 µM]
D2 antag	-18	.	-24	-7	.	.
TRHR agonist	-0.1	-0.4	1.0	-0.2	.	.
TrxR1 inh	8%	7%[57.1 µM]	18%	0%	21%[2.29 µM]	9%[57.1 µM]
Pin1 inh	-6%	0%	-2%	-2%	?	-1%
TRHR enhancer	9	3	6	-5	.	.

# Full records, looked up by structure. Values in the order: D2 agonist	USP1 inh	IDH1 R132H inh	TrxR1 substrate	D2 antag	TRHR agonist	TrxR1 inh	Pin1 inh	TRHR enhancer
# Nc1cc(N)c2c(c1)C(=O)c1ccccc1-2 as listed: .	-7%	-10%	9%[57.1 µM]	.	.	21%[2.29 µM]	?	.
# CC(C)c1cc(C(=O)N2CCCC(CCC(=O)N3CCN(c4ccccn4)CC3)C2)no1 (centres undefined) as listed: 0.1	-2%	2%	13%	-18	-0.1	8%	-6%	9
